aSyn yeast rescue: alpha-synuclein toxicity suppression in yeast; S. cerevisiae alpha-synuclein toxicity rescue, BacTiter-Glo growth, 24 h; 94,000 tested, 0.02% active; AID 1347070; Potency, µM (top dose mostly 46.1 µM), for inactives: top-dose growth rescue (activation), usual class: activators; active = well fitted activation curve with a large enough effect; inconclusive = small, poorly fitted or top-dose-only effect; note: 0% is about no effect
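Growth restoration measured by BacTiter-Glo luminescence after 24 hr at 30 deg C; alpha-synuclein yeast, raffinose-pregrown to mid-log, were added at OD600=0.02 in galactose medium onto pinned compounds.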
An asterisk follows results filed as active; ? = inconclusive; [ ] = another dose, or the depositor's remark. Potency is the fitted concentration of half-maximal effect. This is a subset; rates above refer to the full screens.

SMILES | aSyn yeast rescue
Cc1c(C(=O)Nc2nc(-c3ccc(F)cc3)ns2)oc2ccc(Cl)cc12 | -4.8%
CCC(=O)N1CCc2cc(S(=O)(=O)NCCC(=O)Nc3cc(C)ccc3OC)ccc21 | -5.0%
Cc1ccc(Cc2c(-c3ccc(C)cc3)nc3cc(C)ccn23)cc1 | -17.1%
CCOc1cc2sc(N3CCC(C(=O)Nc4ccccc4Cl)CC3)nc2cc1Br | 2.8%
Nc1nnc(SCC(=O)Nc2ccc(Cl)cc2)s1 | -8.5%
COc1cccc2cc(C(C)N(CCCN3CCOCC3)C(=S)Nc3ccccc3C)oc12 (stereo unspecified) | -3.2%
Cc1ccccc1OCC(=O)Nc1ccc(OCc2cc(=O)n3ccccc3n2)cc1 | -17.1%
Cc1ccc(N(CC(=O)Nc2ccc(Cl)cc2)S(=O)(=O)c2cccc3nonc23)cc1 | 7.9%
O=C(NC(=O)c1ccc(F)cc1F)Nc1ccc(Cl)cc1 | 7.4%
O=C(Nc1ccc(-c2ccco2)cc1)C1CCCN(Cc2ccco2)C1 (stereo unspecified) | 5.8%
COc1cc(NS(=O)(=O)c2ccc(NC(=O)c3ccc(C(C)=O)cc3)cc2)nc(OC)n1 | -5.1%
CCCCN1CC(c2nc3ccccc3n2CCCCOc2cccc(C)c2C)CC1=O (stereo unspecified) | -6.8%
COc1ccccc1NC(=O)C(CC(=O)O)Cc1cc(C)cc(C)c1 (stereo unspecified) | -0.7%
COc1ccc(OC)c(CCNC(=O)CN2C(=O)COc3ccc(S(=O)(=O)N4CCCCCC4)cc32)c1 | -4.3%
O=C(Cn1cnc2c(nnn2Cc2ccc(Cl)cc2)c1=O)c1ccccc1 | 1.2%
O=C(CSc1nnc2scc(-c3ccc(Cl)cc3)n12)Nc1cccc(C(F)(F)F)c1 | -3.4%
O=C(COc1ccc(S(=O)(=O)NC2CCCCC2)cc1)Nc1ccc(C(F)(F)F)cc1 | -4.1%
O=C(OCc1cn([C@@H]2CN(C(=O)c3cccs3)[C@@H](c3ccccc3)C[C@H]2O)nn1)c1ccccc1 | 4.6%
Cc1ccc(CNC(=O)CN2C(=O)CSc3ccc(S(=O)(=O)N(C)C)cc32)cc1 | 1.8%
CCN(CC)S(=O)(=O)c1nnc(NC(=O)COc2ccc(Cl)cc2)s1 | -9.1%
COc1ccc(OCCCC(=O)OCC(=O)Nc2sccc2C(N)=O)cc1 | 3.0%
Cc1csc(N/N=C\c2cccnc2)n1 | -3.2%
COc1ccc(-c2nc3n(n2)C(c2ccccc2)C(C(=O)Nc2cccnc2)=C(C)N3)cc1 (stereo unspecified) | -6.0%
COCC(=O)OCC(=O)Nc1ccccc1-c1ccccc1 | 4.9%
Cc1cc(Nc2cccc(Cl)c2)nc2ccc(NC(=O)c3cccc(N(C)C)c3)cc12 | -11.1%
O=C(CN1c2ccc(Br)cc2-c2ccccc2S1(=O)=O)N1CCCCC1 | 13.5%
O=C(Nc1cccc(-c2nc3ccccc3c(=O)o2)c1)c1ccccc1 | -0.1%
CCOC(=O)c1c(C)[nH]c(C)c1C(=O)CSc1nncs1 | -4.5%
CCSc1nc2ccccc2c(OCc2ccccc2Cl)c1C(=O)OC | 5.0%
Cc1cc(C(=O)COc2cccnc2[N+](=O)[O-])c(C)n1-c1ccccc1 | 8.9%
CCc1ccc(N2CC(C(=O)N3CCCC3)CC2=O)cc1 (stereo unspecified) | -0.7%
NC1=NC(=O)C2(COC(c3cccnc3)OC2)S1 (stereo unspecified) | 2.2%
COc1cccc(N2CCN(C3C(=O)c4ccccc4N3C(C)=O)CC2)c1 (stereo unspecified) | ?
COc1cc(NC(=O)CCNC(=O)Cn2cnc3sc4c(c3c2=O)CCCC4)cc(OC)c1OC | 0.0%
O=C(CCS(=O)(=O)c1ccc(F)cc1)Nc1nccs1 | -0.2%
COc1ccc(CC(=O)NCc2nnc(SCc3ccc([N+](=O)[O-])cc3)n2C)cc1 | 5.6%

13 compounds from above, sorted by SMILES length, high to low.
SMILES | aSyn yeast rescue
COc1ccc(-c2nc3n(n2)C(c2ccccc2)C(C(=O)Nc2cccnc2)=C(C)N3)cc1 (stereo unspecified) | -6.0%
COc1cc(NC(=O)CCNC(=O)Cn2cnc3sc4c(c3c2=O)CCCC4)cc(OC)c1OC | 0.0%
COc1ccc(CC(=O)NCc2nnc(SCc3ccc([N+](=O)[O-])cc3)n2C)cc1 | 5.6%
Cc1cc(Nc2cccc(Cl)c2)nc2ccc(NC(=O)c3cccc(N(C)C)c3)cc12 | -11.1%
Cc1cc(C(=O)COc2cccnc2[N+](=O)[O-])c(C)n1-c1ccccc1 | 8.9%
CCN(CC)S(=O)(=O)c1nnc(NC(=O)COc2ccc(Cl)cc2)s1 | -9.1%
O=C(Nc1cccc(-c2nc3ccccc3c(=O)o2)c1)c1ccccc1 | -0.1%
COc1ccc(OCCCC(=O)OCC(=O)Nc2sccc2C(N)=O)cc1 | 3.0%
CCOC(=O)c1c(C)[nH]c(C)c1C(=O)CSc1nncs1 | -4.5%
CCc1ccc(N2CC(C(=O)N3CCCC3)CC2=O)cc1 (stereo unspecified) | -0.7%
COCC(=O)OCC(=O)Nc1ccccc1-c1ccccc1 | 4.9%
NC1=NC(=O)C2(COC(c3cccnc3)OC2)S1 (stereo unspecified) | 2.2%
Cc1csc(N/N=C\c2cccnc2)n1 | -3.2%

(listing goes on)
SMILES | aSyn yeast rescue
CCCCN(C(=O)Cc1ccc(S(=O)(=O)N2CCOCC2)s1)c1c(N)n(CCCC)c(=O)[nH]c1=O | -3.2%
Cc1ccc(NC(=O)C2OCCc3ccccc32)cc1Cl (stereo unspecified) | -16.6%
CCN1CCN(CCCNC(=O)CCC(=O)N2CCOc3ccccc32)CC1 | -7.1%
CC1C(=O)Nc2ccc(S(=O)(=O)NCc3ccc(N(C)C)cc3)cc2NC1=O (stereo unspecified) | -10.2%
CCCn1nc(C(=O)Nc2cccc(S(=O)(=O)N3CCOCC3)c2)c2ccccc2c1=O | -11.7%
CCOC(=O)C1CCCN(C(=O)Cn2nc(C)n3c(cc4c(OC)cccc43)c2=O)C1 (stereo unspecified) | -4.4%
Cc1cccc(CSc2ncc(Cl)c(C(=O)Nc3sc4c(c3C#N)CCCC4)n2)c1 | -11.3%
CCc1ccc(CNC(=O)c2ccc(CS(=O)(=O)Cc3ccccc3C)o2)cc1 | -5.0%
Cn1ccc2c(OCC(=O)NCc3ccccc3Cl)cccc2c1=O | 1.6%
COc1ccc(NC(=O)c2sc3nc(C(F)(F)F)cc(C)c3c2N)cc1OC | 6.1%
CC(=O)NC(CCS(C)(=O)=O)C(=O)Nc1ccc(Oc2ccccc2)cc1 (stereo unspecified) | 3.3%
CCC(C)c1ccccc1NC(=O)COC(=O)c1ccc2c(c1)S(=O)(=O)c1ccccc1C2=O (stereo unspecified) | 3.5%
Cc1ncc(C(O)c2ccc(N(C)C)cc2)n1Cc1ccccc1 (stereo unspecified) | -3.7%
O=C(c1ccco1)N(Cc1cccnc1)c1nc2ccc(F)cc2s1 | 14.8%
COc1ccc(OC)c(Nc2nc(-c3ccc(C)cc3)nc3ccccc23)c1 | -6.0%
O=C(CSc1nnc(CNC(=O)c2c(F)cccc2Cl)o1)Nc1cccc(F)c1 | -3.0%
COC(=O)c1c(N)n(-c2cc(Cl)cc(Cl)c2)c2nc3ccccc3nc12 | -3.1%
O=C(NCC1CCCO1)C(=O)N/N=C/c1ccc(O)c(Cl)c1 (stereo unspecified) | -7.1%
COC(=O)c1c(-c2cccs2)csc1NC(=O)c1ccc(Br)cc1 | -17.8%
CC(Sc1ccccc1)C(=O)NN=C1CCN(C)CC1 (stereo unspecified) | -8.7%
COc1ccc(N/C=C(\C2OC(=O)c3ccccc32)[N+](=O)[O-])cc1 (stereo unspecified) | -1.0%
COc1cc(NC(=O)Cc2noc3ccccc23)cc(OC)c1OC | -3.2%
COC(=O)C1CCN(C(=O)COC(=O)C2CCN(S(=O)(=O)c3c(Cl)cccc3Cl)CC2)CC1 | 1.5%
O=C(Nc1ccc2nc3n(c(=O)c2c1)CCCCC3)C(=O)N1CCN(c2ccccc2)CC1 | 5.1%
C[C@H](CO)N1C[C@H](C)[C@@H](CN(C)Cc2ccccc2)OCc2cnnn2CCCC1=O | -0.5%
COC(=O)c1c(NC(=O)c2nc(SCc3ccc(C)cc3)ncc2Cl)sc2c1CCCC2 | 4.2%
O=C(CSc1nnc2scc(-c3ccccc3)n12)Nc1ccc(Cl)cc1 | 2.8%
COc1cc(/C=N/NC(=O)CC2(C)OCCCO2)ccc1OCc1ccc(Cl)cc1Cl | 17.1%
Cc1nc2scc(C)n2c(=O)c1S(=O)(=O)NCc1ccccc1Cl | -4.4%
COc1ccc(/C=N/NC(C)(C)C)c(OC)c1 | -15.2%
O=C(COCc1cc(-c2cccs2)on1)NCc1cccc(Cl)c1 | -3.1%
Cc1cnc(C(=O)OCC(=O)Nc2cc(-c3ccccc3)nn2-c2ccccc2)cn1 | -1.1%
CCN1CCOC(=O)C1CC(=O)Nc1cc(Cl)ccc1OC (stereo unspecified) | -87.0%[inhibitor]
Cc1ccccc1CN1C(=O)c2ccccc2Sc2ccc(C(=O)OCc3ccco3)cc21 | -2.0%
COC(=O)c1ccc(C2c3c(oc4ccccc4c3=O)C(=O)N2c2nc(C)c(C(=O)OC)s2)cc1 (stereo unspecified) | 5.1%
COc1ccc(-c2cc3nc(C)cc(N4CCN(C(=O)c5ccoc5)CC4)n3n2)cc1 | 2.4%
CC(OC(=O)Cn1cnc2c1c(=O)n(C)c(=O)n2C)C(=O)NCc1ccccc1 (stereo unspecified) | -4.5%
CCCOc1ccc(C(=O)Nc2cccc(NC(=O)c3cccc(Cl)c3)c2)cc1 | -4.1%
COc1ccccc1N(C)S(=O)(=O)c1ccc(C(=O)N2CCCC(C(F)(F)F)C2)cc1 (stereo unspecified) | 3.3%
COc1ccc(NC(=O)CN2C(=O)/C(=C3\SC(=S)N(C4CCS(=O)(=O)C4)C3=O)c3ccccc32)cc1 (stereo unspecified) | 2.7%
COc1ccc(NC(=O)CN(C)S(=O)(=O)c2ccc(C(=O)N3CCOCC3)s2)cc1 | 2.3%
CC1Cc2cc(S(=O)(=O)N3CCN(c4ccccc4F)CC3)ccc2N1C(=O)C1CCC1 (stereo unspecified) | 4.3%
CCOc1ccc(CNC(=O)c2cc3c(s2)-c2ccccc2OC3)cc1 | -8.9%
COc1cccc(C(=O)Nc2c[nH]c(=O)[nH]c2=O)c1 | 14.4%
Cc1cc(Cl)ccc1NC(=O)CCCn1nc(C)c2c(C)n(-c3ccccc3)nc2c1=O | 6.4%
CCc1ccc(CNc2ncnc3onc(-c4ccc(Cl)cc4)c23)cc1 | -3.1%
COc1ccc(CNC(=O)CCc2c(C)nn(-c3ccc(N4CCOCC4)nn3)c2C)cc1 | -8.9%
CCc1ccc(NS(=O)(=O)c2cc(Br)cc3c2N(C(C)=O)CC3)cc1 | -5.0%

Brought forward from above: 2 compounds, then new ones.
SMILES | aSyn yeast rescue
COc1ccc(CNC(=O)CCc2c(C)nn(-c3ccc(N4CCOCC4)nn3)c2C)cc1 | -8.9%
CCc1ccc(NS(=O)(=O)c2cc(Br)cc3c2N(C(C)=O)CC3)cc1 | -5.0%
O=C(COc1ccccc1)N(Cc1cccnc1)c1nc2c(F)cccc2s1 | ?
CCc1nn(CC(=O)NCCc2ccc(OC)cc2OC)c(=O)c2cc3sccc3n12 | -5.0%
COC(=O)C1=C(C(=O)OC)C(c2ccccc2O)c2sc(=O)[nH]c2S1 (stereo unspecified) | 18.5%
Cc1ccc(Cl)cc1N1CCN(C(=O)CN2C(=O)CSc3c2c(C)nn3-c2ccccc2)CC1 | 1.8%
Cc1ccc(C(=O)OCC(=O)NCc2cccs2)cc1C | 12.6%
CC1CCN(S(=O)(=O)c2ccc3c(c2)N(CC(=O)NC(C)c2ccccc2)C(=O)CS3)CC1 (stereo unspecified) | 3.1%
O=C(Nc1cccc(C(F)(F)F)c1)C1CC(=O)N(Cc2ccco2)C1 (stereo unspecified) | 6.0%
Cc1nn(C(=O)c2ccccc2)c(C)c1Sc1ccc(Cl)cc1 | ?
CCc1ccc(C(=O)NC(Cc2c[nH]c3ccccc23)C(=O)OCC(=O)c2ccc(Br)cc2)cc1 (stereo unspecified) | -8.0%
Cc1ccccc1C(=O)Nc1ccc(C(=O)OCc2cc(=O)n3nc(C4CC4)sc3n2)cc1 | 3.2%
Cc1ccc(-c2nc(Nc3ccc(O)cc3)c3ccccc3n2)cc1 | -13.6%
O=C(NCc1cccnc1)c1csc2c1CCCC2 | 14.2%
CC(=O)c1cccc(NC(=O)Cn2c(=O)oc3cc(S(=O)(=O)NCc4ccccc4)ccc32)c1 | 3.8%
Cc1ccc(-n2ncc(C(=O)NC3CCN(Cc4ccccc4)CC3)c2C2CCN(C(=O)OC(C)(C)C)CC2)cc1C | -8.8%
COc1ccc(CC(=O)NC(CC(=O)O)c2cccc([N+](=O)[O-])c2)cc1 (stereo unspecified) | 0.2%
CCOCCn1ccc2c(OCC(=O)Nc3cccc([N+](=O)[O-])c3)cccc2c1=O | -3.2%
Cc1ccc(CN2CCN(/N=C/c3ccccc3)CC2)cc1 | 2.5%
CCOC(=O)Cn1c(CN2CC(C)OC(C)C2)nc2c1c(=O)n(C)c(=O)n2C (stereo unspecified) | 0.1%
CCOC(=O)c1c(C)[nH]c(C)c1S(=O)(=O)N1CCC(C(=O)N2CCN(c3ccccc3)CC2)CC1 | 4.4%
CN(Cc1ccccc1)C(=O)CSc1nc2ccsc2c(=O)n1-c1ccc(F)cc1 | 9.5%
CCOC(=O)N=Nc1c2ccccc2c2nc3no[nH]c3nc12 | -66.6%[inhibitor]
Cc1ccc(Cl)c(NC(=O)COC(=O)C2CCC2)c1Cl | -4.0%
Cc1oc(-c2ccc(Cl)cc2)nc1CSCC(=O)NCc1ccccc1Cl | -8.7%
N#Cc1c(-c2ccccc2)[nH]c(=O)[nH]c1=O | -8.2%
CC1CCN(S(=O)(=O)N2CCC(C(=O)N3CCC(N(C)CC4CCCO4)CC3)CC2)CC1 (stereo unspecified) | -1.9%
Cc1ccc(-c2nnc(NCc3ccccc3)c3ccccc23)cc1 | 4.2%
